Screens (PubChem BioAssay)
Cdc42 wt GTP = modulators of GTP binding to wildtype Cdc42, primary screen, biochemical, multiplex bead flow cytometry, Bodipy-GTP; Cell division control protein 42 homolog (Homo sapiens), P60953; GST-Cdc42 beads; actives lie on both sides; percent activity (GTP binding), % at 10 µM; 190,000 tested, 0.2% active; AID 761, 2007;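 active means percent activity GTP binding at least 20 points away from the 100% baseline, either down as inhibitor or up as activator; inconclusive means compound flagged as likely green fluorescent from well-wide comparison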;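 further: median bead fluorescence of bound Bodipy-FL-GTP at 100 nM; 0% = excess unlabeled GTP control and 100% = no compound control; below 100% means less GTP binding so inhibitor and above means activator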
Target sequence (P60953 whole entry, looked up): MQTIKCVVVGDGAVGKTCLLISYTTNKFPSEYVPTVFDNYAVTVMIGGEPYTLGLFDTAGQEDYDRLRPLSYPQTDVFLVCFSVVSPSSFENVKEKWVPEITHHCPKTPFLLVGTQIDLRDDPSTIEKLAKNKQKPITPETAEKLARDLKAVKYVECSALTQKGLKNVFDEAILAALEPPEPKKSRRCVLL
Mcl1 Bid PPI = Mcl-1/Bid binding inhibitors, primary screen, biochemical, TR-FRET, 1536-well. Induced myeloid leukemia cell differentiation protein Mcl-1 (Homo sapiens), Q07820. TR-FRET Mcl-1/Bid-Dy647 peptide binding. 220,000 tested, 0.97% active. inhibition, % at 21.7 µM;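 active means compounds that cut the binding signal by more than half at the single screening dose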;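 further: His-tagged Mcl-1 with europium anti-His antibody binding Bid BH3 peptide; 0% = Mcl-1 plus peptide wells and 100% = peptide-only wells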
Rab7 wt GTP bind = modulators of GTP binding to Rab7, primary screen, biochemical, wildtype, multiplex bead flow cytometry. Rab7 GTPase wild type (dog), Bodipy-FL-GTP binding. GST-Rab7 beads, fluorescent GTP binding; actives lie on both sides; untreated = 100%, excess cold GTP = 0%. GTP binding activity (percent of control), % at 10 µM. 190,000 tested, 0.055% active. AID 758, 2007;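 active means fluorescent GTP binding to Rab7 beads changed by at least 20 points from the 100% baseline, either direction, mostly lower; inconclusive means compound itself probably fluorescent, or too few beads counted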;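 further: median green fluorescence of bound Bodipy-FL-GTP per Rab7 bead population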
HRas wt GTP bind = modulators of GTP binding to HRas wildtype, primary screen, biochemical, bead-based flow cytometry, multiplex; GTPase HRas (Homo sapiens), P01112; GST-Ras wt beads, Bodipy-FL-GTP binding; actives lie on both sides; GTP binding activity, % at 10 µM; 190,000 tested, 0.14% active; AID 759, 2007;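 active means GTP binding activity at least 20% away from the 100% baseline, either lowered as inhibitor or raised as activator; inconclusive means flagged as likely green fluorescent, judged across all proteins in the well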;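 further: 0% = unlabeled GTP competition control and 100% = no-compound control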
Target sequence (P01112 whole entry, looked up): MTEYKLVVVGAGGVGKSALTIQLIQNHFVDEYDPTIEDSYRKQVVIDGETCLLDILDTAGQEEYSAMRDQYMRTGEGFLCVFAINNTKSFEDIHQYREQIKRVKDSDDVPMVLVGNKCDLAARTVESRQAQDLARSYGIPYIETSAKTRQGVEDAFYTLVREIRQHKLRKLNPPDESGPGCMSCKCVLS
Bim-Mcl-1 = inhibitors of Bim peptide binding to Mcl-1, primary screen, biochemical, bead-based flow cytometry, multiplex; Induced myeloid leukemia cell differentiation protein Mcl-1 (Homo sapiens), Q07820; Bim peptide-Mcl-1 binding; inhibition, % at 10 µM; 190,000 tested, 0.1% active; AID 1009, 2008; in the data active means inhibition above about 40%;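 further: 0% = no compound tracer wells and 100% = peptide blocker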
Pf gametocyte = late stage P. falciparum gametocyte viability inhibitors, primary screen, ATP luminescence, HTS; P. falciparum stage V gametocytes, 24 h; 150,000 tested, 0.065% active; inhibition, % at 10.9 µM;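 active means inhibition above the mean plus 3 SD of compounds within the control limits, set per campaign, cut at about 38% in these data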;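 further: 0% = DMSO wells and 100% = medium only without gametocytes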
Rac1 act GTP bind = GTP binding modulators of activated mutant Rac1, primary screen, biochemical, bead-based flow cytometry, multiplex, fluorescent GTP; Ras-related C3 botulinum toxin substrate 1 (Homo sapiens), P63000; GST-Rac1 activated beads; actives lie on both sides; 100% means binding = to untreated wells; percent activity (GTP binding), % at 10 µM; 190,000 tested, 0.11% active;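 active means GTP binding at least 20 percentage points away from the 100% baseline, in either direction, so actives lie on both sides; inconclusive means Compound likely fluorescent itself, or too few beads counted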
Mcl1-Noxa inh = Mcl-1/Noxa binding inhibitors, primary screen, biochemical, TR-FRET, 1536-well. inhibition, % at 21.7 µM. 220,000 tested, 1.5% active. TR-FRET Mcl-1/Noxa peptide binding, 2 h. AID 1022, 2008;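 active means compounds that cut the protein-peptide binding signal by more than 50% relative to plate controls in a single-dose test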;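 further: His-tagged Mcl-1 with rhodamine Noxa BH3 peptide and terbium anti-His antibody; 0% = Mcl-1 plus Noxa peptide wells and 100% = peptide-only wells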
Rac1 wt modul = wildtype Rac1 GTP binding modulators, primary screen, biochemical, GST-Rac1 beads, flow cytometry, multiplex. GTP binding activity (% of control), % at 10 µM. fluorescent GTP binding; actives lie on both sides; 0 = cold GTP competed, 100 = untreated. 190,000 tested, 0.27% active. Ras-related C3 botulinum toxin substrate 1 (Homo sapiens), P63000;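 active means GTP binding activity at least 20 points away from the 100% control level, either lower or higher; inconclusive means compound flagged as likely green fluorescent, judged across all proteins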
RGS8-Gao reg = RGS8-Galphao binding modulators, primary screen, biochemical, multiplexed bead flow cytometry. actives lie on both sides. response (percent of control binding), % at 10 µM. 220,000 tested, 0.34% active. AID 1423, 2008; in the data active means response below about 60% or above about 140%; inactive means in between;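 further: Galphao activated as the GDP aluminium fluoride complex binding bead-coupled RGS8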
Target sequence (P09471 whole entry, looked up): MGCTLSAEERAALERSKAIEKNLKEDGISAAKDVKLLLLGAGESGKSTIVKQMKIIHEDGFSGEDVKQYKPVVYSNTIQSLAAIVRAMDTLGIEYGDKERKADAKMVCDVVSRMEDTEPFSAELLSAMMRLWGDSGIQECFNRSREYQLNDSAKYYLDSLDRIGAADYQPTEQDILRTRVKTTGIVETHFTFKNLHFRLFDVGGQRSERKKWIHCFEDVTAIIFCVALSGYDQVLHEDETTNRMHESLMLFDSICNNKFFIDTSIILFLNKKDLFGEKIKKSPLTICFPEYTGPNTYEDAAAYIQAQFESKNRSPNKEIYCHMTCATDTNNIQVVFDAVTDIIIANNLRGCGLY
Rab2A wt mod = modulators of GTP binding to Rab2A wildtype, primary screen, biochemical, dog, bead-based flow cytometry, multiplex. Ras-related protein Rab-2A (Canis lupus familiaris), P61105. GST-Rab2 wt beads, Bodipy-GTP binding. GTP binding activity, % at 10 µM. 190,000 tested, 0.19% active;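 active means GTP binding activity at least 20 points away from 100%, either lowered or raised; inconclusive means signal likely due to the compound's own green fluorescence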;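 further: 0% = beads with excess unlabeled GTP and 100% = no-compound control corrected for plate trend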
The depositor's hits bear a star; u = inconclusive; x = not tested or not shown.

SMILES	Cdc42 wt GTP	Mcl1 Bid PPI	Rab7 wt GTP bind	HRas wt GTP bind	Bim-Mcl-1	Pf gametocyte	Rac1 act GTP bind	Mcl1-Noxa inh	Rac1 wt modul	RGS8-Gao reg	Rab2A wt mod
CC(C)n1c(CCC(=O)O)ccc1-c1ccccc1	97	-8	97	98	1	x	95	11	99	101	97
O=S(=O)(NCCc1ccc(F)cc1)c1cccc2cccnc12	95	-11	106	97	-1	-20	96	21	97	100	97
CC(C)CCNC(=O)C(c1ccco1)N(Cc1ccc(F)cc1)C(=O)c1snc(C(N)=O)c1N (stereo not given)	97	-21	99	98	-5	-27	96	-8	97	102	98
CCN(CC)S(=O)(=O)N1CCN(S(=O)(=O)N2CCOCC2)CC1	92	1	99	93	2	x	94	0	95	96	95
CCOc1ccc(N2C(=O)C3Sc4[nH]c(=O)sc4C(/C=C/c4ccccc4)C3C2=O)cc1 (stereo not given)	90	-54	97	98	-3	26	98	2	98	100	97
Cc1ccc(C(=O)NC(=S)Nc2cccc(-c3nc4ccccc4s3)c2)cc1	101	-1	96	96	-9	2	93	-4	98	101	93
CCCCN(Cc1ccccc1)C(=O)C1CCN(S(=O)(=O)c2c(C)noc2C)CC1	99	-2	99	97	2	-13	98	11	98	97	98
CC(=O)Nc1ccc(OCC(O)CN2C(C)(C)CC(O)CC2(C)C)cc1 (stereo not given)	101	-4	103	102	0	x	104	14	107	104	103
COc1cc(C(=O)N/N=C(\C)c2ccc3c(c2)OCO3)cc(OC)c1OC	98	-44	100	99	0	-14	99	-8	100	80	98
CCC[n+]1c(C)sc2c(OC)ccc(OC)c21	98	-33	96	95	0	20	96	25	100	94	95
Cc1ccccc1NC(=O)CSc1nc(N)c(C#N)cc1C#N	102	17	99	101	-3	-8	100	2	105	100	100
Cc1ccc(-n2nnc(-c3cnc4ccccc4c3)n2)cc1	98	-7	100	97	-4	0	98	-1	99	98	98
Cc1nn(C)cc1S(=O)(=O)N1CCN(Cc2ccc(F)cc2Cl)CC1	101	-10	94	98	-2	-22	97	0	103	100	96
COc1ccc(CN(Cc2nc3ccccc3c(=O)[nH]2)C(=O)C(C)(C)C)cc1	106	-22	102	104	-2	x	102	-14	107	103	100
CC(C)(C)NC(=O)COC(=O)c1nsc(Cl)c1Cl	100	-13	94	97	1	x	97	1	99	100	96
Cc1ccc(C)c2nc(SCC(=O)NCc3cccs3)c(C#N)cc12	98	-36	102	101	-2	x	102	-44	102	86	103
COc1ccc(CC(=O)Nc2ccc(S(=O)(=O)Nc3nccc(C)n3)cc2)cc1	102	-9	101	101	-4	x	101	-3	103	100	102
COc1ccc(C(=O)N2CCc3cc(OC)c(OC)cc3C2)cc1OC	98	-15	99	100	-10	-21	98	28	105	101	98
Cc1cc2c(N)cccc2nn1	92	-25	98	96	9	x	97	17	95	85	96
Cc1cccc2c(CC(=O)Nc3ccccc3)noc12	102	-26	102	101	0	18	99	13	106	102	96
CCCOc1ccc(-c2nnc(-c3cccs3)o2)cc1	100	-7	100	99	-2	-18	99	-12	105	95	101
O=C(NCCCN1CCCC1=O)c1cc(=O)c2ccccc2o1	104	12	102	104	0	x	101	-4	104	91	102
COc1cc(/C=N/NC(=O)CCC(=O)Nc2ccc(C)cc2)ccc1O	92	-31	86	90	3	-6	93	18	89	101	90
Fc1ccccc1CSc1ncnc2c1oc1ccccc12	100	-3	96	101	-10	5	94	-14	102	102	96
C=CCn1c(SCC(=O)N2CCc3ccccc3C2)nc2ccccc2c1=O	100	-29	101	101	0	x	99	-9	101	99	99
COc1ccc(-c2cc(C(=O)Nc3cccc(C(C)=O)c3)no2)cc1	102	3	98	98	0	x	97	3	98	96	97
CCCS(=O)(=O)N1CCCC(C(=O)N2CCN(c3ccccn3)CC2)C1 (stereo not given)	96	-27	99	98	-3	x	95	-10	98	100	97
CCc1cc(-c2n[nH]c(C)c2Oc2ccc(C(C)C)cc2)c(O)cc1O	97	7	100	99	-1	-5	95	14	96	102	99
O=C(COC(=O)CCc1nc2ccccc2n1-c1ccccc1)Nc1ccc(N2CCCCC2)cc1	98	-24	97	96	-1	1	96	27	99	100	96
CCCCCc1nc2ccccc2c(=O)n1N	101	-2	105	102	1	-3	98	-9	103	101	102
C/C(=C\C(=O)c1ccc(C)cc1)Nc1cccc(O)c1	98	-13	96	97	-2	x	96	3	99	107	98
CC1(C)Cc2c(sc3ncn4nc(CCC(=O)O)c(=O)nc4c23)CO1	103	-3	98	102	-1	x	100	-17	108	99	102
COC(=O)c1c(N)c(C#N)c2n1CCCCC2	100	-117	98	98	3	-14	95	15	99	103	98
COc1cccc(/C=N/NC(=O)CCCC(=O)Nc2ccc(Br)cc2)c1	101	-6	101	100	-9	-14	102	-18	103	103	102
CCOc1ccccc1C(=O)Nc1nn[nH]n1	u	2	u	u	2	9	u	1	u	103	u
COC(=O)C(NS(C)(=O)=O)(c1c(C)[nH]c2ccccc12)C(F)(F)F (stereo not given)	98	-1	96	98	0	-22	95	15	99	105	97
COc1cccc(C2CC(c3ccccc3OC)n3nc(N)nc3N2)c1 (stereo not given)	98	-14	98	98	-2	x	97	11	99	92	96
CC(=O)c1cc(C#N)c(Oc2cccc(C(F)(F)F)c2)nc1C	108	-7	105	103	-7	-15	103	5	108	100	104
O=C(N[C@@H](Cc1ccccc1)C(=O)OCc1ccccc1)c1nc[nH]c1C(=O)NC(c1ccccc1)c1ccccc1	95	-22	97	98	0	-23	98	-72	100	100	97
CCOC(=O)c1sc(NC(=O)c2cc3n(n2)C(C(F)(F)F)CC(c2cccs2)N3)c(C(=O)OCC)c1C (stereo not given)	103	-19	104	101	-2	x	102	-2	104	100	100
COc1cc(NC2c3ccccc3C(=O)N2Cc2ccc3c(c2)OCO3)cc(OC)c1OC (stereo not given)	99	-25	100	100	0	x	98	4	102	98	100
COC(=O)c1[nH]c2ccccc2c1NC(=O)CN1CCC(C(N)=O)(N2CCCCC2)CC1	101	-31	98	99	-1	-22	98	-11	101	99	100
Cc1ccn2c(NC3CCCC3)c(-c3cccs3)nc2c1	95	19	106	101	2	13	93	33	105	100	102
CCn1c(Cc2c(C)[nH]c3ccccc23)nnc1SCC(N)=O	101	-44	97	99	-7	-31	100	13	102	99	98
C/C(Cl)=C/Cn1c(=O)c2c(nc(Br)n2Cc2ccccc2)n(C)c1=O	102	-8	101	103	-8	5	98	15	105	95	99
CC(=O)Cc1nsc(NC(=O)c2ccc(-c3cc(C(F)(F)F)ccc3Cl)o2)n1	103	68*	99	101	-3	x	99	6	103	103	102
O=C(NCc1ccccc1)c1cc(-n2cnnc2)ccc1Cl	102	6	97	101	23	-42	100	7	104	99	102
CSc1nc2[nH]c3c(c2c2nncn12)CC(C)(C)OC3	95	-30	93	94	0	5	93	22	89	101	92
O=C(NC(CSCc1ccccc1)C(=O)N/N=C/c1ccc(O)cc1O)c1ccc([N+](=O)[O-])cc1 (stereo not given)	103	-122	104	103	-1	-2	98	-50	105	88	103
COc1ccc([N+](=O)[O-])cc1-n1cnnn1	97	-6	99	98	-3	-6	97	15	99	101	97
More compounds.
SMILES	Cdc42 wt GTP	Mcl1 Bid PPI	Rab7 wt GTP bind	HRas wt GTP bind	Bim-Mcl-1	Pf gametocyte	Rac1 act GTP bind	Mcl1-Noxa inh	Rac1 wt modul	RGS8-Gao reg	Rab2A wt mod
CC(NC(=O)COc1ncnc2cc([N+](=O)[O-])ccc12)c1ccccc1 (stereo not given)	94	-5	95	93	6	0	95	11	96	99	92
CC(=O)NC(c1ccccc1)c1cccnc1 (stereo not given)	97	1	97	96	0	-9	95	-11	94	97	97
c1ccc(Nc2ccccn2)cc1	99	7	100	99	0	x	100	13	100	86	97
CCCCNC(=O)Nc1cc(C(F)(F)F)c[nH]c1=O	96	-3	95	95	1	-6	93	2	94	98	94
CCn1c2ccccc2c2cc(NC(=O)COc3ccccc3)ccc21	98	-19	99	98	-4	2	98	0	103	100	98
N=c1oc2ccccc2cc1-c1nc(-c2ccccc2)cs1	91	4	98	95	0	-8	95	6	99	111	93
COc1cccc(C(CC(=O)NCc2ccco2)NS(=O)(=O)c2ccc(C)cc2)c1OC (stereo not given)	96	-18	101	96	3	2	98	1	96	100	100
COc1ccccc1OCCNc1cc(N2CCOCC2)ccc1[N+](=O)[O-]	107	-21	102	102	-2	7	101	14	106	97	102
COc1ccccc1-c1cc(C(F)(F)F)nc(NCc2ccco2)n1	98	-42	97	100	-4	x	98	13	98	100	98
Cn1nc(C(F)(F)F)c2cc(NC(=O)OCc3ccc(F)cc3)sc21	100	-44	96	98	-4	7	99	21	101	103	99
COc1ccccc1CNC(=O)C1CCN(C(=O)N(C)C)CC1	101	9	96	99	-54	-2	100	2	104	100	98
O=C(Nc1ccccc1)c1nnsc1S(=O)c1ccc(Cl)cc1 (stereo not given)	98	-10	96	95	-4	13	98	39	96	90	92
C(/CCc1ccccc1)=N\Nc1nc2ccccc2[nH]1	100	-57	95	97	-2	12	98	-26	98	98	98
O=C(C(Cc1ccccc1)n1cccc1)N1CCN(C2CCCCC2)CC1 (stereo not given)	106	-41	102	103	-1	x	105	-8	108	99	106
CCC(C)(C)n1nnnc1C(c1cccs1)N1CCN(c2nc3ccccc3s2)CC1 (stereo not given)	96	-15	95	96	1	x	94	9	96	103	94
COc1cccc(CC(=O)Nc2nc(-c3cccnc3)cs2)c1	101	-37	98	99	-4	-10	101	5	104	99	98
COc1ccc(-c2ccc(C#N)c(SCC(=O)OCc3ccccc3)n2)cc1OC	103	-1	97	103	0	x	100	-6	99	104	103
CC(C)CC(c1nnnn1Cc1ccco1)N1CCN(C2CCCC2)CC1 (stereo not given)	106	-10	98	101	2	19	99	14	109	99	99
